# aGlu spleen mod: qHTS Assay for Inhibitors and Activators of Human alpha-Glucosidase From Spleen Homogenate. Potency, µM (titrated, usually from 79.9 µM), for inactives: top-dose activity change, negative = inhibition, actives largely listed as inhibitors. Lysosomal alpha-glucosidase (Homo sapiens), P10253. human spleen homogenate, 4-MU-alpha-glucoside fluorescence. 240,000 compounds, 0.006% hits;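 further: 0% = enzyme with vehicle and -100% = no enzyme basal signal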
#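 Human spleen homogenate (1 ug) with 4-methylumbelliferyl-alpha-D-glucopyranoside (1 mM final) in 50 mM citrate/phosphate pH 5.0, 0.01% Tween-20; 40 min at 37 C. Stopped at pH 10; 4-MU fluorescence Ex 365/Em 440 nm; AC50 by Hill fit.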
# SMN2 splice up: qHTS Assay for Enhancers of SMN2 Splice Variant Expression | Potency, µM (highest dose often 46.1 µM), inactives show at the top dose activity change, positive = activation, actives largely listed as activators | 210,000 compounds, 2.8% hits | HEK293 SMN2-luciferase splicing reporter, luminescence, 30-36 h; further: % of control where 0% means no effect; nearly all actives have a fitted effect of over 55% in size
#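 qHTS luciferase splicing reporter: luminescence rises when SMN2 exon 7 is included in transfected HEK293 cells. Compound exposure lasted 30-36 h at 37C, with 4.5 mM final sodium butyrate as control, followed by a ONE-Glo read.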
# aGal spleen mod: qHTS Assay for Inhibitors and Activators of Human alpha-Galactosidase From Spleen Homogenate; Alpha-galactosidase A (Homo sapiens), P06280; human spleen homogenate, 4MU-alpha-Gal fluorescence, 40 min; Potency, µM (doses to about 80 µM), for inactives: at the highest dose activity change, negative = inhibition, usual class: inhibitors; 240,000 compounds, 0.008% hits;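 further: 0% = enzyme with vehicle and -100% = no enzyme basal signal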
#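 Human spleen homogenate (1 ug) as enzyme source, 4-methylumbelliferyl-alpha-D-galactopyranoside 1 mM final, citrate/phosphate pH 5.0 with 0.01% Tween-20. Compounds 40 min at 37C, NaOH/glycine stop; fluorescence Ex 365/Em 440, Hill-fit AC50.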
# KDM4E inh: qHTS Assay for Inhibitors of Human Jumonji Domain Containing 2E (JMJD2E); Lysine-specific demethylase 4E (Homo sapiens), B2RXH2; 230,000 compounds, 1.6% hits; AID 2147, 2009; JMJD2E catalytic domain, FDH-coupled NADH fluorescence (FDH is formaldehyde dehydrogenase); Potency, µM (top dose mostly 57.1 µM), for the others: top-dose activity change, negative = inhibition, most hits filed as inhibitors; active means well fitted inhibition curve with a large enough effect, not every such curve was filed as active; inconclusive means small, poorly fitted or top-dose-only effect, or another doubt; inactive means no such curve, though single readings can be large or run the other way;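 further: 0% = wells with enzyme and -100% = buffer wells without enzyme; nearly all actives have a fitted effect of over 50% in size; many of its hits are not listed in these tables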
# ALDH1A1 inh: qHTS Assay for Inhibitors of Aldehyde Dehydrogenase 1 (ALDH1A1). Purified ALDH1A1, NADH fluorescence, propionaldehyde substrate. Potency, µM (series often up to 75.3 µM), for the others: at the highest dose activity, negative = inhibition, most hits filed as inhibitors. 220,000 compounds, 7.3% hits. AID 1030, 2008; active means well fitted inhibition curve with a large enough effect, not every such curve was filed as active; inconclusive means small, poorly fitted or top-dose-only effect, or another doubt; inactive means no such curve, though single readings can be large or run the other way;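 further: plate controls were no enzyme wells and a reference inhibitor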
# Target sequence (P00352 whole entry, looked up): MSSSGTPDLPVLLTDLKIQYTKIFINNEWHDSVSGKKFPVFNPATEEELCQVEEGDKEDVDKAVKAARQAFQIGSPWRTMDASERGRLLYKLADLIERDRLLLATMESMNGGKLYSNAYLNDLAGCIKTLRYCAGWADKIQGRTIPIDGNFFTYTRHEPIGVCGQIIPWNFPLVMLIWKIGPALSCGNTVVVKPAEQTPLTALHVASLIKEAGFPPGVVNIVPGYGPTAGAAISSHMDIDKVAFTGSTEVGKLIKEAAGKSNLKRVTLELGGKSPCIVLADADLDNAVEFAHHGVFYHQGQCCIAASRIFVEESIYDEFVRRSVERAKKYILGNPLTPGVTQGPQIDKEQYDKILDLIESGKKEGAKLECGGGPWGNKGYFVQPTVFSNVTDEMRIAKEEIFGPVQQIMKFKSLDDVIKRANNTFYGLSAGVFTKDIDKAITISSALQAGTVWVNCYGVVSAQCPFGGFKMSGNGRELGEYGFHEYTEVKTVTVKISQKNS
# GAA inh: qHTS Assay for Inhibitors of Human alpha-Glucosidase as a Potential Chaperone Treatment of Pompe Disease; 200,000 compounds, 0.005% hits; Potency, µM (doses to about 76.9 µM), without a hit: at the highest dose activity change, negative = inhibition, most hits filed as inhibitors; AID 1466, 2008; purified human GAA, 4-MU-alpha-glucoside fluorescence;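 further: plate controls were uninhibited enzyme wells for no effect and no-enzyme background for full effect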
#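 Human alpha-glucosidase, 4 nM, pre-mixed with test compounds before 400 uM 4-methylumbelliferyl substrate; 20 min room temperature at pH 5.0. Fluorescence read after pH 10 stop; AC50 values from Hill-equation fits.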
# GAA glycogen mod: qHTS Assay for Inhibitors and Activators of Human alpha-Glucosidase Cleavage of Glycogen; 300,000 compounds, 0.38% hits; Potency, µM (top dose mostly 76.4 µM), inactives show at the highest dose activity change, negative = inhibition, usual class: inhibitors; recombinant GAA, glycogen substrate, Amplex Red glucose oxidase fluorescence;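 further: 0% = full enzyme reaction and -100% = no-enzyme basal signal; the screen sought inhibitors and activators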
#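 Recombinant human alpha-glucosidase (4 nM final) hydrolysed bovine liver glycogen (30 ug) for 40 min at 37 C in pH 5.0 citrate/phosphate with 0.01% Tween-20. Released glucose detected by glucose oxidase/Amplex Red, Ex 573/Em 610 nm. Compounds up to 77 uM; AC50 from Hill fits.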
# GoLoco inh red: qHTS Assay for Inhibitors of RGS12 GoLoco Motif Activity (Red Fluorophore); Guanine nucleotide-binding protein G(i) subunit alpha-1 (Homo sapiens), P63096; Gai1:RGS12 GoLoco peptide FP, rhodamine, 10 min; Potency, µM (top dose mostly 61.6 µM), for the others: at the highest dose activity, negative = inhibition, most hits filed as inhibitors; 230,000 compounds, 0.44% hits; active means well fitted inhibition curve with a large enough effect, not every such curve was filed as active; inactive means no such curve, though single readings can be large or run the other way; further: on the % scale 0 is the no-effect control and ±100 the full control effect; nearly all actives have a fitted effect of over 30% in size; many of its hits are not listed in these tables
# Target sequence (P63096 whole entry, looked up): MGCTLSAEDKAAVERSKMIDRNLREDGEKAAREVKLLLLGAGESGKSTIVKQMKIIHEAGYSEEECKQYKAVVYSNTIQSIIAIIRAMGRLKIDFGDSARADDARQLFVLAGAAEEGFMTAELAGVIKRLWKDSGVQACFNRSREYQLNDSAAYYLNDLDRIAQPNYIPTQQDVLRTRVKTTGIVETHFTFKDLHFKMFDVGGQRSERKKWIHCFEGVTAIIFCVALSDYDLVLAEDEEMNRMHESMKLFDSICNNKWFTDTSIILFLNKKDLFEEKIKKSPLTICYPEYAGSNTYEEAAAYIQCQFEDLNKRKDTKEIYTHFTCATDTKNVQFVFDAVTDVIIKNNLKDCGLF
# * marks the source's active call; other numbers are inactive results; ? = inconclusive; nt = not tested or not shown; [ ] = dose if it differs, or a comment. Unless noted, the call rests on the fitted dose curve; in most records, active means well fitted curve in the direction sought with a large enough effect; inconclusive means small, poorly fitted or top-dose-only effect, or another doubt; inactive means no such curve, though single readings can be large; an effect the other way counts as inactive or inconclusive. Potency means the concentration at half of the fitted maximal effect. This is a subset, so the mix of outcomes need not match the whole.
SMILES,aGlu spleen mod,SMN2 splice up,aGal spleen mod,KDM4E inh,ALDH1A1 inh,GAA inh,GAA glycogen mod,GoLoco inh red
NC(=O)C[C@@H]1NC(=O)CNC(=O)c2cc([N+](=O)[O-])cc(I)c2NCCC(C(N)=O)NC1=O (stereo not given in full),2%,-5%,1%,-9%,?,-7%,6%,-13%
CCN(CC)CCN1C2=C(C(=O)CC(C)(C)C2)C(c2cccc(F)c2)C2=C1CC(C)(C)CC2=O,7%,-11%,4%,?,?,13%,-14%,-5%
Cc1nnc(SCc2cc(=O)oc3cc(O)ccc23)n1Cc1ccccc1,1%,5%,-3%,-5%,-7%,3%,7%,-9%
COc1ccc(N(C)S(=O)(=O)c2ccc(C)cc2)c([N+](=O)[O-])c1,-1%,-10%,-4%,1%,-4%,3%,17%,9%
COC(=O)c1c(NC(=O)c2nc3ccccc3s2)sc2c1CCN(C(C)=O)C2,6%,-7%,1%,-1%,13µM*,-12%,7%,20%
COc1ccc(Cl)cc1NC(=O)N1CCN(c2ccccc2OC)CC1,2%,nt,-7%,-4%,2%,-8%,7%,1%
CC(=O)NCC(=O)NNC1CC(=O)N(c2cccc(Cl)c2)C1=O (stereo not given),2%,nt,7%,9%,nt,nt,-11%,-6%
Cn1c(SCC(=O)Nc2ccccc2)nnc1C(F)(F)F,-12%,1%,1%,-7%,3%,-1%,-2%,1%
CCOc1ccc2c(c1)sc(N)[n+]2Cc1cc(C)cc2cccnc12,-6%,-33%[inhibitor],4%,1%,-7%,-1%,6%,-1%
CC(C)CN1CCN(Cc2cccn2-c2cccnc2)CC1CCO (stereo not given),0%,nt,-3%,6%,3.5µM*,9%,10%,11%
Cc1nnc(NN)n(N)c1=O,-4%,nt,-7%,?,?,-1%,-15%,8.9µM*
OCC1(Cc2ccccc2)CCCN(Cc2cnn(-c3ccccc3)c2)C1 (stereo not given),4%,nt,8%,1%,-2%,-7%,-14%,3%
CCCCn1c(=NC(=O)c2ccco2)c(C(=O)OCC)cc2c(=O)n3cccc(C)c3nc21,5%,nt,?,?,nt,nt,1%,-8%
C/C(N)=C(/C#N)C(=O)CSc1nnc(Nc2ccccc2)s1,-1%,11µM*,0%,-1%,1%,7%,-12%,8%
N#CC1=C(N)C(C#N)(C#N)C(c2ccc[nH]2)C2CCCC=C12 (stereo not given),-8%,-7%,-20%,?,?,3%,-6%,15%
Cc1cccc(OCCCC(=O)NCC(=O)Nc2cccc(C)c2C)c1,1%,-14%,4%,11%,-4%,-9%,7%,1%
C#CCOCCOCCOCCNc1nc(N2CCN(C(=O)C([C@@H](C)CC)n3cc(C(N)CC(C)C)nn3)CC2)nc(N2CCN(C(=O)[C@H](CCC(=O)O)n3cc(C(N)[C@H](C)CC)nn3)CC2)n1 (stereo not given in full),6%,nt,-1%,-5%,1%,nt,-10%,-1%
NNC(=S)Nc1c(Br)cc(F)cc1Br,0%,nt,2%,10%,-4%,-10%,?,13%
N#C/C(=C\N1CCCCC1)S(=O)(=O)c1ccc(Cl)cc1,1%,nt,5%,5%,nt,nt,1%,-4%
CC(C)N(C(=O)c1ccc(C(=O)Nc2ccc([N+](=O)[O-])cc2)cc1)C(C)C,-6%,2%,-12%,1%,5%,-16%,-7%,13%
COc1ccc2[nH]cc(CCNC(C)=O)c2c1,6%,-6%,9%,?,-2%,nt,nt,1%
COc1cc(/C=N/n2nnnc2Nc2ccccc2)cc(OC)c1OC,-3%,14%,6%,?,?,-4%,6%,8%
COc1ccc(/C=C2\SC(=S)N(CC(=O)OCC(=O)Nc3ccc([N+](=O)[O-])cc3OC)C2=O)cc1,-7%,5%,8%,14%,-11%,-3%,-13%,-11%
O=C(O)/C=C/C(=O)Nc1ccccc1-c1ccccc1NC(=O)/C=C/C(=O)O,-5%,-1%,-2%,?,-7%,2%,12%,-12%
O=C(N/N=C/c1ccc(OCC(=O)N2CCCCC2)cc1)c1ccccc1,3%,?,-10%,-8%,18µM*,-7%,-1%,8%

# Going on with the list.
SMILES,aGlu spleen mod,SMN2 splice up,aGal spleen mod,KDM4E inh,ALDH1A1 inh,GAA inh,GAA glycogen mod,GoLoco inh red
Cc1n[nH]c(C)c1S(=O)(=O)N1CCN(c2ccccn2)CC1,4%,-17%,7%,?,-5%,4%,3%,-9%
COc1ccc(Nc2nnc(SCC3CCCCO3)s2)cc1 (stereo not given),-1%,30%,-1%,-4%,-17%,-7%,-4%,-3%
CC(C)(C)Nc1c(N)c(=O)oc2ccccc12,-8%,0%,-6%,-21%,-3%,7%,?,-10%
COc1cccc(C(=O)/C=C/c2ccc(OCC#N)c(OC)c2)c1,-8%,-19%[1.84 µM],-11%,-2%,8.9µM*,-3%,4%,-2%
O=C(OC1CCOC1=O)c1cc(-c2ccccc2)nc2ccccc12 (stereo not given),-1%,6%,2%,?,?,?,3%,5%
Cc1nn(Cc2c(F)c(F)c(F)c(F)c2F)c(C)c1NC(=O)c1cccc(COc2ccccc2Cl)c1,-9%,10µM*,4%,14%,-12%,7%,0%,9%
O=C(Nc1ccc(N2CCOCC2)cc1)c1ccc(-c2ccccc2[N+](=O)[O-])o1,-2%,0%,-5%,10%,-15%,-8%,-3%,7%
O=S(=O)(c1ccc(Cl)cc1)N1CCN(S(=O)(=O)N2CCCCCC2)CC1,-3%,nt,-18%,-4%,0%,-14%,2%,-8%
Cc1ccc(C(=O)Nc2ncc(Cc3ccc(F)cc3)s2)o1,-5%,11µM*,0%,?,?,-13%,2%,13%
O=C(N1CCOCC1)N1CCC(c2nc(-c3ccc(S(=O)(=O)N4CCOCC4)cc3)no2)CC1,-2%,-38%[inhibitor],-18%,4%,-7%,4%,3%,0%
CN(Cc1ccco1)c1nc(-c2cccnc2)nc2ccccc12,4%,nt,-21%,nt,32µM*,nt,nt,-3%
Cc1ccc(-n2c(SCC(=O)Nc3cccc(S(=O)(=O)NC4=NCCCCC4)c3)nc3ccccc3c2=O)cc1C,2%,17%,2%,-9%,?,?,-2%,1%
O=C(Cc1ccccc1)Nc1ccc(C(=O)NCC2COc3ccccc3O2)cc1 (stereo not given),-9%,nt,-10%,-5%,-11%,-9%,13%,nt
CC(=O)n1cc([C@H]2C=C(C(=O)N3CCN(Cc4ccccc4)CC3)O[C@@H](OCc3ccc(CO)cc3)C2)c2ccccc21,10%,nt,11%,?,?,nt,4%,20%
CCN(CC)S(=O)(=O)c1ccc(N2CCCC2)c(NS(=O)(=O)c2ccc(F)cc2)c1,0%,5%[1.84 µM],-9%,3%,0.63µM*,-1%,?,105%[activator]
CN(C)S(=O)(=O)c1ccc(Cl)c(NC(=O)COc2ccccc2[N+](=O)[O-])c1,1%,-2%,-2%,0%,6%,-2%,4%,9%
CC(C)OC(=O)c1sc2nc(-c3ccccc3)ccc2c1N,-18%,-31%[inhibitor],15%,?,?,7%,-11%,-3%
CC(N)CN (stereo not given),-12%,-7%,1%,nt,?,nt,nt,4%
COC(=O)C(C)(C(=O)OC)c1ccc(C(F)(F)F)cc1[N+](=O)[O-],-3%,5%,5%,-2%,13%,5%,-16%,0%
Cn1cc(S(=O)(=O)N2CCN(C(=O)c3ccco3)CC2)c(=O)n(C)c1=O,4%,13%,7%,3%,1%,-2%[15.4 µM],-2%,0%
CC(=O)c1c(C)[nH]c(C(=O)OCc2c(F)cccc2Cl)c1C,-1%,-93%[inhibitor],-10%,-4%,12%,-3%,2%,-3%
CCN(CC)S(=O)(=O)c1ccc(NC(=O)c2cccs2)cc1,3%,nt,1%,14%,4%,11%,7%,13%
Cc1occc1-c1nnc(SCC(=O)N2CCCc3ccccc32)n1Cc1ccco1,-7%,30%,-4%,-2%,?,6%,-14%,1%
COc1ccc(OC)c(-n2c(-c3ccc(O)cc3O)n[nH]c2=S)c1,4%,nt,-6%,?,nt,nt,?,9%
O=C(Nc1ccc(F)cc1)N1CCOCC1,-13%,?,-6%,4%,-3%,-5%,8%,-1%

# New compounds follow.
SMILES,aGlu spleen mod,SMN2 splice up,aGal spleen mod,KDM4E inh,ALDH1A1 inh,GAA inh,GAA glycogen mod,GoLoco inh red
COc1ccccc1N1CCN(C(=O)c2ccccc2Oc2ccccc2)CC1,2%,1%,0%,7%,0.56µM*,-6%,3%,-43%
Cc1cc(C)n(-c2nc(C)nc3sc4c(c23)CCC(C)C4)n1 (stereo not given),-3%,5%,20%,?,?,1%,0%,10%
O=C(O)c1cccc(N2C(=O)CCC2=O)c1,0%,nt,0%,4%,nt,nt,1%,2%
CCC(=O)Oc1ccc(C(=O)Nc2c[nH]c(=O)[nH]c2=O)cc1,-5%,12%,6%,5%,4%,-2%,6%,13%
O=C(COC(=O)c1cc(NS(=O)(=O)c2cccs2)ccc1O)Nc1cc(Cl)ccc1Cl,2%,-9%,-1%,?,?,1%,-2%,34%[activator]
Cc1cc(C)nc(CC(N)=O)n1,-8%,9%,-6%,-3%,4%,3%,-1%,7%
Cc1ccc(O)c(C(CC(=O)NCc2cccnc2)c2ccccc2)c1 (stereo not given),-6%,-11%,-8%,-19%,16%,5%,-9%,8%
C#CCSc1nc2ccccc2n1C(=O)c1ccc(S(=O)(=O)N2CCCCC2)cc1,-6%,16%,-1%,6%,-2%,5%,-1%,5%
FC(F)(F)c1cc(NC(=S)NC(c2ccccc2)c2ccccc2)cc(C(F)(F)F)c1,-14%,13%,-7%,-6%,-8%,nt,nt,3%

# Bioassay records as filed in PubChem BioAssay.
